# Compound activity deposited in PubChem BioAssay by several laboratories.
# RORa activator – RORA (human) activation | P35398 | CHO-K1 Gal4-RORA LBD luciferase reporter, luminescence; percent increase over mock-subtracted basal signal | activation, % at 10 µM | actives 1.5% (n = 65,000) | AID 560;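 active = activation above the mean of all tested compounds plus 3 SD, cut at about 49% in these data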;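 also: 0% = DMSO-treated RORA cells and 100% = added signal equal to DMSO minus mock-transfected cells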
# Target sequence (P35398 whole entry, looked up, the tested form may be a part): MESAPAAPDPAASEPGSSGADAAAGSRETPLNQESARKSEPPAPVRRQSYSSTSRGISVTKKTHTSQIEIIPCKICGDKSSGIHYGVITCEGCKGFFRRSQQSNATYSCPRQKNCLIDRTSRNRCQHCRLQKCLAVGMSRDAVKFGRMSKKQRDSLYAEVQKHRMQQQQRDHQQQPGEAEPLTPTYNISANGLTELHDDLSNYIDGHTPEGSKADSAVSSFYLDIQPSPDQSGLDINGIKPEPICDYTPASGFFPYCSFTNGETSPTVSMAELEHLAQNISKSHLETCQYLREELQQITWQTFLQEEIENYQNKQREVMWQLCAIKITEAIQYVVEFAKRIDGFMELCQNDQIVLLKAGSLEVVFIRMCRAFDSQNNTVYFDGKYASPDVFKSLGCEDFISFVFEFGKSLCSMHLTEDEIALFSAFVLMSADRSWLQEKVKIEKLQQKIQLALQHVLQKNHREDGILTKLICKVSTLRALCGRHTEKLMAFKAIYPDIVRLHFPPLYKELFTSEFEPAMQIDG
# SF-1 act – SF-1 (human) activation | actives 1.9% (n = 65,000) | activation, % at 10 µM | Q13285 | AID 522 | CHO-K1 Gal4-SF-1 LBD luciferase reporter; % increase over DMSO SF-1-specific signal;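 active = activation above the mean activation of all tested compounds plus 3 SD, cut at about 50% in these data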
#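 System: CHO-K1 cells with Gal4–hSF-1 LBD chimera plus Gal4-driven luciferase; quantity: 4,000 CHO-K1 cells per well; compound: one dose, 10 µM compound, 1% DMSO; times: 20 h compound treatment, 37 °C; measured by: SteadyLite luciferase luminescence; read-out: percent activation versus DMSO; benchmarks: DMSO and mock-transfected background; replicates: one test per compound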
# 5-HT1A blocker – antagonists of human 5-HT1a serotonin receptor; P08908; CHO 5-HT1a Ga15 NFAT-bla reporter, antagonist mode; inhibition, % at 10 µM; actives 0.68% (n = 62,000);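 active = inhibition above the mean of all tested compounds plus 3 SD, cut at about 43% in these data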;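 also: receptor stimulated by 5-CT agonist at 100 nM near EC80; beta-lactamase reporter measured by ratiometric fluorescence of a cleavable substrate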
# MMP-13 inhibitor – blocks human MMP13 activity. MMP-13 fTHP FRET cleavage, Mca fluorescence. inhibition, % at 4 µM. actives 0.07% (n = 65,000). AID 570;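 active = inhibition above the mean of compound-free control plate wells plus 3 SD, cut at about 14% in these data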;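 also: 0% = DMSO wells and 100% = wells with reference MMP-13 inhibitor after basal subtraction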
# HTR1E agonist – agonists of human 5-HT1E serotonin receptor; P28566; AID 574; actives 0.69% (n = 65,000); activation, % at 6 µM; CHO 5-HT1E Ga15 NFAT-bla reporter, FRET; 0% DMSO wells, 100% control agonist wells;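 active = activation above a set limit, the screen-wide mean activation plus 3 SD, cut at about 8.5% in these data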;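 also: 100% = positive control agonist at 1 µM giving full maximal response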
# HTR1A agonist – 5-HT1a (human) receptor agonism | P08908 | CHO 5-HT1a Ga15 NFAT-bla reporter, FRET ratio; 0% basal, 100% maximal reference agonist | actives 0.56% (n = 65,000) | activation, % at 10 µM;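 active = activation above the screen-wide mean activation plus 3 SD, cut at about 19% in these data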;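 also: 0% = DMSO wells and 100% = 5-CT at EC100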
# 5HT1E antag – 5-HT1E (human) receptor antagonism; P28566; CHO 5-HT1E Ga15 NFAT-bla reporter, FRET, antagonist; inhibition, % at 6 µM; actives 0.99% (n = 65,000); AID 571;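 active = inhibition above a set limit, the mean inhibition across every tested compound plus 3 SD, cut at about 29% in these data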;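 also: signal is the 460 over 535 nm emission ratio of beta-lactamase substrate; 0% = agonist plus DMSO wells and 100% = wells without agonist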
# tolC growth inh – E. coli tolC mutant growth inhibition | E. coli BW25113 tolC mutant growth, OD615 | AID 573 | growth inhibition, % at 10 µM (by protocol) | actives 2.2% (n = 65,000);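 active = growth inhibition at or above a cutoff equal to the mean over every tested compound plus 3 SD, cut at about 60% in these data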;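 also: growth measured after 20 h incubation at 37 °C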
#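 Assay system: tolC-deleted E. coli BW25113. Medium: kanamycin-containing LB broth (50 µg/mL). Dosing: 10 µM final, single dose. Timing: bacterial growth with compound for 20 h at 37 °C. Detection: A615 absorbance measurement. Read-out basis: growth inhibition in percent.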
# NADH enzymes – inhibitors of enzymes used to reach an NAD/NADH endpoint; coupled PK/LDH NADH assays, four targets; actives 0.02% (n = 65,000); AID 774; IC50, µM (doses to about 10 µM), inactives show at the top dose inhibition;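 active = single-dose screening hits from any of four coupled enzyme assays that gave an IC50 when retested across doses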;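 also: the DPM-DC format reads NADH fluorescence rather than 340 nm absorbance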
# An asterisk follows results filed as active.
SMILES,RORa activator,SF-1 act,5-HT1A blocker,MMP-13 inhibitor,HTR1E agonist,HTR1A agonist,5HT1E antag,tolC growth inh,NADH enzymes
COc1ccccc1-c1nnc(NC(=O)c2ccc(S(=O)(=O)N(C)C)cc2)o1,7,-20,10,4,0.5,-0.2,3,96*,10%
CCC(C)NC(=O)Cn1cccc1C(=O)c1ccccc1 (centres undefined),-7,0,12,3,-0.6,-3.8,1,-4,3%
c1ccc(N2CCN(Cc3ccnc4ccccc34)CC2)cc1,-20,-18,15,-3,1.0,1.4,17,6,6%
COc1ccc(-c2cc(C(F)(F)F)nc(SCC(=O)N3CCOCC3)n2)cc1OC,-1,-6,-17,-28,0.9,1.8,11,5,14%
CCC(c1nnc(SCC(=O)Nc2nnc(-c3ccccc3)o2)n1Cc1ccccc1)N(C)C (centres undefined),5,11,-2,-1,0.3,-4.7,-9,6,4%
COc1cccc(C2CC(c3ccccc3Cl)Nc3ncnn32)c1 (centres undefined),-22,-2,-4,-4,0.6,0.7,0,-13,10%
COc1ccc(NS(=O)(=O)c2cc(C(=O)O)ccc2C)cc1,4,-2,-12,0,0.1,-1.8,-4,-17,5%
CCn1c(CCNC(=O)c2cccs2)nnc1SCC(=O)NC1CCCCC1,0,-8,-10,7,0.8,-1.2,-4,-19,10%
COc1cc(C(=O)N2CCN(c3cc(Cl)ccc3Cl)CC2)cc(OC)c1OC,1,-38,22,6,-0.1,0.2,64*,19,2%
COc1cc(NC(=O)CC(C)C)ccc1NC(=O)c1ccco1,80*,44,-1,3,-0.4,-1.0,-8,-12,3%
c1ccc(CSc2ncccn2)cc1,-1,22,14,3,0.7,-4.4,1,-1,6%
CC1CCCC(C(=O)O)N1C(=O)CCSC(=O)c1ccccc1 (centres undefined),9,7,-12,0,-0.7,0.0,-12,-20,6%
N#Cc1c(SCC(N)=O)nsc1SCc1ccccc1Cl,13,5,-3,4,-0.6,0.6,5,2,5%
Cc1ccc(-c2nnn(CC(=O)N(Cc3cccs3)C(C(=O)NC(C)(C)C)c3ccco3)n2)o1 (centres undefined),11,-14,-2,-3,0.2,-2.4,-13,69*,8%
COc1cccc(-c2nc3n(n2)C(c2cccs2)C(C(=O)Nc2cccnc2)=C(C)N3)c1 (centres undefined),28,-23,6,4,0.0,-2.7,-8,10,2%
CCCCCC(=O)N1CCN(CCN=CC2=C(O)CC(c3ccc(OC)cc3)CC2=O)CC1 (centres undefined),-11,2,8,-7,0.2,2.3,-13,-28,6%
CCC1C(C#N)=C(SC)NC2=C1C(=O)CC(C)(C)C2 (centres undefined),-11,2,0,3,-0.7,-0.2,-1,-2,3%
COc1cc(C2NC(=O)NC(O)(C(F)(F)F)C2C(=O)c2ccc(Cl)cc2)ccc1O (centres undefined),-4,27,-10,0,0.7,-0.5,-5,36,1%
Cc1nc(NC(=O)CCC(=O)O)sc1C(=O)N(C)C,2,-13,2,3,-0.3,-1.2,-7,-12,6%
COc1ccc(Br)cc1C(=O)Nc1cccc(-c2nnc(-c3ccco3)o2)c1,-8,0,-8,0,-1.8,0.2,-4,14,3%
Cn1c(=O)c2c(nc(NCc3ccco3)n2CC(O)COc2ccccc2)n(C)c1=O (centres undefined),32,-7,-9,2,1.5,-0.7,-6,0,9%
COc1ccccc1C1/C(=C(/O)c2ccc(C)cc2)C(=O)C(=O)N1CC(C)O (centres undefined),16,-4,2,3,-1.1,0.7,12,-13,6%
CCC(=O)Nc1ccc2c(c1)nc(CCN1CCN(C)CC1)n2C,19,-2,-12,0,0.4,0.1,-2,-18,2%
O=C(CCC1CCCCC1)NCc1ccncc1,20,-15,-6,2,-1.5,-1.2,-6,-14,10%
CCN1CCCC1CNC(=O)c1ccc(N2CCCC2=O)cc1 (centres undefined),-7,2,-2,6,-0.3,-2.3,-6,-11,7%
O=C(NCCN1CCOCC1)c1c(F)c(F)c(F)c(F)c1F,-3,12,-1,-2,-0.5,1.5,12,-6,5%

# An excerpt from above in order of SMILES length, ascending.
SMILES,RORa activator,SF-1 act,5-HT1A blocker,MMP-13 inhibitor,HTR1E agonist,HTR1A agonist,5HT1E antag,tolC growth inh,NADH enzymes
c1ccc(CSc2ncccn2)cc1,-1,22,14,3,0.7,-4.4,1,-1,6%
O=C(CCC1CCCCC1)NCc1ccncc1,20,-15,-6,2,-1.5,-1.2,-6,-14,10%
Cc1nc(NC(=O)CCC(=O)O)sc1C(=O)N(C)C,2,-13,2,3,-0.3,-1.2,-7,-12,6%
CCN1CCCC1CNC(=O)c1ccc(N2CCCC2=O)cc1 (centres undefined),-7,2,-2,6,-0.3,-2.3,-6,-11,7%
O=C(NCCN1CCOCC1)c1c(F)c(F)c(F)c(F)c1F,-3,12,-1,-2,-0.5,1.5,12,-6,5%
CCn1c(CCNC(=O)c2cccs2)nnc1SCC(=O)NC1CCCCC1,0,-8,-10,7,0.8,-1.2,-4,-19,10%
COc1cc(C(=O)N2CCN(c3cc(Cl)ccc3Cl)CC2)cc(OC)c1OC,1,-38,22,6,-0.1,0.2,64*,19,2%
COc1ccc(Br)cc1C(=O)Nc1cccc(-c2nnc(-c3ccco3)o2)c1,-8,0,-8,0,-1.8,0.2,-4,14,3%
COc1ccccc1-c1nnc(NC(=O)c2ccc(S(=O)(=O)N(C)C)cc2)o1,7,-20,10,4,0.5,-0.2,3,96*,10%
COc1ccccc1C1/C(=C(/O)c2ccc(C)cc2)C(=O)C(=O)N1CC(C)O (centres undefined),16,-4,2,3,-1.1,0.7,12,-13,6%
CCCCCC(=O)N1CCN(CCN=CC2=C(O)CC(c3ccc(OC)cc3)CC2=O)CC1 (centres undefined),-11,2,8,-7,0.2,2.3,-13,-28,6%
CCC(c1nnc(SCC(=O)Nc2nnc(-c3ccccc3)o2)n1Cc1ccccc1)N(C)C (centres undefined),5,11,-2,-1,0.3,-4.7,-9,6,4%
COc1cc(C2NC(=O)NC(O)(C(F)(F)F)C2C(=O)c2ccc(Cl)cc2)ccc1O (centres undefined),-4,27,-10,0,0.7,-0.5,-5,36,1%
COc1cccc(-c2nc3n(n2)C(c2cccs2)C(C(=O)Nc2cccnc2)=C(C)N3)c1 (centres undefined),28,-23,6,4,0.0,-2.7,-8,10,2%
Cc1ccc(-c2nnn(CC(=O)N(Cc3cccs3)C(C(=O)NC(C)(C)C)c3ccco3)n2)o1 (centres undefined),11,-14,-2,-3,0.2,-2.4,-13,69*,8%
